VP16 counter: VP16 counterscreen qHTS for inhibitors of ROR gamma transcriptional activity. AID 2546, 2010. Potency, µM (highest dose often 53.6 µM), for the others: top-dose activity, negative = inhibition, usual class: inhibitors. Drosophila S2 Gal4-VP16 UAS-luciferase, luminescence, 20 h. actives 3.5% (n = 310,000);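 also: Gal4-VP16 expression switched on by copper sulfate through the metallothionein promoter; potency is read from the fitted curve at half-maximal effect; % is scaled to controls: 0 for no effect and ±100 for the full control effect; nearly all actives have a fitted effect of over 50% in size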
PKM2 act: qHTS Assay for Activators of Human Muscle isoform 2 Pyruvate Kinase; Pyruvate kinase PKM (Homo sapiens), P14618; purified PKM2, Kinase-Glo ATP luminescence, activation; response scale: 0% is enzyme alone, no compound; Potency, µM (titrated, usually from 57.5 µM), inactives show at the highest dose activation, usual class: activators; actives 0.34% (n = 260,000); also: potency is read from the fitted curve at half-maximal effect; % is scaled to controls: 0 for no effect and ±100 for the full control effect; nearly all actives have a fitted effect of over 55% in size
Target sequence (P14618 whole entry, looked up, canonical isoform): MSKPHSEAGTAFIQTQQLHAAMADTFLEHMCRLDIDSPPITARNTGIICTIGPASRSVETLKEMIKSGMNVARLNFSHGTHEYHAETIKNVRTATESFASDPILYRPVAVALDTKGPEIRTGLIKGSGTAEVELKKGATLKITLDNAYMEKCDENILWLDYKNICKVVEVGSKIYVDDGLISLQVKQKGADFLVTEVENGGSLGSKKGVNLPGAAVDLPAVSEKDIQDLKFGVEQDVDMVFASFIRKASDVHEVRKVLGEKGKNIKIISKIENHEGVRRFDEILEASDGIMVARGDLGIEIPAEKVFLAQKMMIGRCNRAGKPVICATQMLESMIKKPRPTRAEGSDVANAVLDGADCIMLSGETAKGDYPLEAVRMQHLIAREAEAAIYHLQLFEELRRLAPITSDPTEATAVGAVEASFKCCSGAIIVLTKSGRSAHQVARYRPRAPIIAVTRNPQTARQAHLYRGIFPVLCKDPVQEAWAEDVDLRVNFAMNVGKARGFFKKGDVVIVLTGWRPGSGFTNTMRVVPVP
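Purified hPK-M2 (>95% pure) converted ADP (0.1 mM final) to ATP with 0.5 mM PEP in 50 mM imidazole pH7.2, KCl, MgCl2, Tween 20, BSA; 1 h at room temperature. ATP detected by Kinase-Glo luminescence.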
Menin MLL FP TR: qHTS Assay for Inhibitors Targeting the Menin-MLL Interaction in MLL Related Leukemias: Competition With Texas Red Labeled MLL-derived Mutant Peptide | O00255 | Menin + Texas Red MLL mutant peptide, fluorescence polarization | Potency, µM (top dose mostly 61.6 µM), inactives show at the top dose FP activity change, negative = inhibition, hits mostly inhibitors | actives 0.23% (n = 270,000) | AID 1768, 2009; active = well fitted inhibition curve with a large enough effect in the polarisation, with a control signal flat, not every such curve was filed as active; inconclusive = small, poorly fitted or top-dose-only effect, or effect the other way, or a change in a side signal; inactive = no such curve, though single readings can be large or run the other way; the % refers to the polarisation; also: potency is read from the fitted curve at half-maximal effect; % of control where 0% means no effect; many of its hits are not listed in these tables
Target sequence (O00255 whole entry, looked up): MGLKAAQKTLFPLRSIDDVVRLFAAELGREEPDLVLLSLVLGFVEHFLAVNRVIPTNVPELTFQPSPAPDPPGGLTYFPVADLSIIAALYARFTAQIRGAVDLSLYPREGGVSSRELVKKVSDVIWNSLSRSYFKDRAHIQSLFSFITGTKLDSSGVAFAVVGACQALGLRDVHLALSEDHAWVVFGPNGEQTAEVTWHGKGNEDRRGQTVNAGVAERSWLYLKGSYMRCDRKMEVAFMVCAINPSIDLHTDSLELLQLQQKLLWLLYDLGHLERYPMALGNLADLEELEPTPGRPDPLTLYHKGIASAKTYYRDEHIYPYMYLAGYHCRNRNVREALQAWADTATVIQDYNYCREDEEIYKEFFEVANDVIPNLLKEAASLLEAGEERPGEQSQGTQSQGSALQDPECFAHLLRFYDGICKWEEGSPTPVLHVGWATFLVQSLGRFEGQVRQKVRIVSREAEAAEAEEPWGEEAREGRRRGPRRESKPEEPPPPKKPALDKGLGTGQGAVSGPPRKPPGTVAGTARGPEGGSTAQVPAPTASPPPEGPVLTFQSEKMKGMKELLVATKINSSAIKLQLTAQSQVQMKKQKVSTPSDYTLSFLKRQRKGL
ELG1 genotox: qHTS screen for small molecules that induce genotoxicity in human embryonic kidney (HEK293T) cells expressing luciferase-tagged ELG1 | Potency, µM (doses to about 46 µM), for inactives: top-dose activity change, positive = activation, actives largely listed as activators | HEK293T ELG1-luciferase reporter, luminescence, 16 h | actives 1.3% (n = 330,000) | AID 504466, 2011; also: potency is read from the fitted curve at half-maximal effect; % of control where 0% means no effect; nearly all actives have a fitted effect of over 60% in size
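Genotoxicity was scored as increased ELG1-luciferase reporter signal, measured by ONE-Glo luminescence (30 min, room temperature). Compound or vehicle exposure of the HEK293T reporter cells lasted 16 hr at 37°C.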
Giardia killer: Small Molecules that selectively kill Giardia lamblia: qHTS | Giardia lamblia trophozoite viability | AID 540267, 2011 | actives 0.15% (n = 340,000) | activity change, % at 7.66 µM, hits read low; in the data active = activity change below about -80%; inconclusive = between about -30% and that limit;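 also: parasites exposed to compound for two days anaerobically before the ATP read; % is scaled to controls: 0 for no effect and ±100 for the full control effect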
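Viability, read as ATP luminescence: trophozoites at 100 cells/well, compound added, 48 hrs anaerobic at 37 deg C, then 15-30 min room-temperature development before reading.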
BRCA1 expr act: qHTS Assay to Identify Small Molecule Activators of BRCA1 Expression; MCF7-BRCA1-FFLuc reporter, luminescence, 48 h; response scale: scaled: vehicle 0%, 10 µM genistein 100%; Potency, µM (series often up to 46.1 µM), for inactives: top-dose activation, hits mostly activators; actives 1.1% (n = 380,000); AID 624202, 2012; also: potency is read from the fitted curve at half-maximal effect; nearly all actives have a fitted effect of over 80% in size; some results filed as inactive show a strong effect at the top dose
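Compounds are tested at multiple concentrations on MCF7 BRCA1-luciferase reporter cells seeded at 2000 per well; after 48 h, a single luminescence end-point is taken and curves fitted to the normalized data.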
NPC1 prom act: qHTS Assay for NPC1 Promoter Activators | Huh7 NPC1 promoter luciferase reporter, 24 h | Potency, µM (doses to about 9.22 µM), inactives show at the highest dose activation, actives largely listed as activators | actives 2.4% (n = 320,000) | AID 485313, 2010;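 also: potency is read from the fitted curve at half-maximal effect; % of control where 0% means no effect; nearly all actives have a fitted effect of over 60% in size; reporter is driven by a mutant NPC1 promoter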
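In 1536-well qHTS, Huh7 cells harboring an NPC1 promoter–luciferase construct received compound for 24 h; activation was quantified by luminescence following luciferase reagent addition.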
FLuc modulator: qHTS profiling assay for firefly luciferase inhibitor/activator using purifed enzyme and Km concentrations of substrates (counterscreen for miR-21 project). purified FLuc, Km substrates, luminescence inhibition. Potency, µM (doses to about 57.5 µM), for the others: at the top dose activity change, negative = inhibition, usual class: inhibitors. actives 6.9% (n = 360,000);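 also: potency is read from the fitted curve at half-maximal effect; plate controls were vehicle for no effect and reference inhibitor for full effect; nearly all actives have a fitted effect of over 55% in size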
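Biochemical qHTS of compounds, final roughly 60 µM downward over six points, against 10 nM purified firefly luciferase using Km concentrations of substrates (10 uM D-luciferin, 10 uM ATP) in Tris acetate pH 7.5 buffer; luminescence output.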
p53 reactivator: qHTS assay for re-activators of p53 using a Luc reporter | H1299 p53-A138V BP100-luciferase reporter, luminescence, 24 h | Potency, µM (highest dose often 92.2 µM), without a hit: top-dose activity change, positive = activation, actives largely listed as activators | actives 0.063% (n = 320,000) | AID 504706, 2011; also: potency is read from the fitted curve at half-maximal effect; % of control where 0% means no effect; nearly all actives have a fitted effect of over 45% in size
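H1299 (p53-null), stable ts p53-A138V + BP100-Luc; 1000 cells/well, Opti-MEM/10% FBS; cpd 4 pt, 1:5; 24 h, 37 deg C, 5% CO2; detection reagent 10 min RT; luminescence.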
Rab9 promoter act: qHTS Assay for Rab9 Promoter Activators. Potency, µM (series often up to 9.22 µM), for inactives: top-dose activation, negative = inhibition, actives largely listed as activators. actives 2.8% (n = 320,000). Huh7 Rab9 promoter-luciferase reporter, luminescence, 24 h; also: potency is read from the fitted curve at half-maximal effect; % of control where 0% means no effect; nearly all actives have a fitted effect of over 60% in size
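Luminescence read-out: Huh7 cells stably expressing Rab9-luciferase, treated 24 h with compound at 37 °C, then lysed with luciferase reagent for 10 min at ambient before reading.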
RORg inh: qHTS for inhibitors of ROR gamma transcriptional activity | Nuclear receptor ROR-gamma (Mus musculus), P51450 | Drosophila S2 Gal4-RORgamma UAS-luciferase reporter, 20 h | Potency, µM (titrated, usually from 53.6 µM), without a hit: at the highest dose activity change, negative = inhibition, actives largely listed as inhibitors | actives 5.4% (n = 310,000); also: potency is read from the fitted curve at half-maximal effect; % is scaled to controls: 0 for no effect and ±100 for the full control effect; nearly all actives have a fitted effect of over 60% in size
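Stable Schneider cell line, Gal4 DNA-binding domain fused to ROR gamma, UAS-luciferase. Cmpd 1 hr RT → CuSO4 700 uM final → 20 hr RT → luciferase reagent 10 min → luminescence.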
* = called active by the depositor; ? = inconclusive; nt = not tested or not shown; & = joins results of further samples; [ ] = another dose, or the depositor's remark. Unless noted, calls follow the shape of the dose curve; as a rule, active = well fitted curve in the direction sought with a large enough effect; inconclusive = small, poorly fitted or top-dose-only effect, or another doubt; inactive = no such curve, though single readings can be large; an effect the other way counts as inactive or inconclusive. The list is partial; count on the stated rates, not on these rows.

SMILES	VP16 counter	PKM2 act	Menin MLL FP TR	ELG1 genotox	Giardia killer	BRCA1 expr act	NPC1 prom act	FLuc modulator	p53 reactivator	Rab9 promoter act	RORg inh
CCc1ccc(C(=O)Nc2ccc(C)c(NS(C)(=O)=O)c2)cc1	-7.6%	-2.3%	nt	1.2%	-14.8	50.4%	?	12µM*	5.0%	12.5%	26.4%
Cc1ccccc1-n1c(SCC(=O)N/N=C/c2c(C)nn(-c3ccccc3)c2C)nc2ccccc2c1=O	-17.9%	1.2%	-8.0%	-5.9%	1.3	-55.1%	-6.6%	2.2%	-4.7%	-4.5%	30.4%[10 µM]
O=C(CSc1nc2ccccc2[nH]1)NC(=O)NCc1ccco1	?	23.5%	-3.2%	-0.8%	-7.4	-33.4%	-1.9%	-13.3%	3.9%	-0.6%	?
Cn1c(CSc2ncccn2)nnc1SCC(=O)N1CCCC1	5.8%	-0.8%	-13.4%	4.0%	-17.4	15.9%	-3.1%	3.8%	12.6%	-4.8%	-0.5%
COc1ccc(CCN(C)C(=S)NC(=O)c2ccc(F)cc2Cl)cc1OC	3.98µM*	nt	9.7%	-7.8%	28.9	-7.1%	-1.7%	-0.5%	-8.2%	-1.1%	1.58µM*
Cc1cccc(NC(=O)CSc2nc(=O)n(CCCN3CCOCC3)c3c2CCCC3)c1	nt	nt	nt	-8.9%	-3.4	-28.5%	1.2%	0.1%	-1.9%	0.5%	nt
Cc1ccc(-n2c(Cn3cnc4ccccc43)nnc2SCC(=O)O)cc1	1.1%	-5.8%	5.4%	5.9%	9.6	3.2%	0.0%	-1.7%	-4.6%	1.3%	-44.7%
CCOC(=O)C1=C(C)NC(SCC(N)=O)=C(C#N)C1c1ccncc1 (centres undefined)	5.8%	1.2%	11.1%	-0.2%	-3.3&1.1	3.5%&0.6%	-3.0%	1.0%	1.0%	4.6%	-13.0%
COc1ccc(/C=N/OCc2ccc(Br)cc2)c(OC)c1	-15.4%	nt	34.3%[activator]	2.9%	-29.0	17.2%	-0.7%	?	4.8%	-2.3%[1.84 µM]	6.5%
CC(C)NC(=O)c1onc(CSc2ccc(Cl)cc2)c1C(=O)NC(C)C	6.5%	3.1%	nt	-3.1%	7.8	0.0%	-3.9%	-2.2%	-2.8%	-4.9%	12.5%
N=C1CCCN1CC(=O)c1ccc(Cl)cc1	17.9%	4.4%	-3.4%	5.4%	12.2	96.0%	3.8%	0.3%	?	?	17.6%
Cn1c2c(c(=O)n(C)c1=O)C(c1ccc(O)cc1)Nc1ccccc1O2 (centres undefined)	1.9%	-8.8%	3.0%	0.0%	2.1	-33.4%	-1.3%	?	-1.6%	-2.4%	-5.3%
COc1cc(C)c(C)cc1S(=O)(=O)N1CCN(Cc2ccccc2)CC1	-5.7%	-3.9%	-2.9%	1.5%	36.5[activator]	-2.2%	2.4%	1.5%	-19.9%	3.9%	-1.3%
Nc1nc(C(F)(F)F)cc(=O)n1N	-7.5%	-0.5%	23.0%	2.4%	-20.1	-21.1%	-0.3%	2.7%	26.1%	0.6%	24.4%
Cc1cccc([C@@H]2[C@@H]3C(=O)N(Cc4ccccc4)C(=O)[C@@H]3[C@]3(Cc4ccccc4)C(=O)N(c4cccc(Cl)c4)C(=O)N23)c1	nt	nt	nt	4.7%	-6.8	-2.1%	-1.2%	-1.5%	7.2%	-2.7%	nt
CC(=O)Nc1c2c(nn1-c1ccc(C)cc1C)CSC2	8.1%	1.1%	-9.7%	0.0%	5.9	26.9%	-1.2%	3.3%	-3.3%	0.0%	-19.3%
COc1cc(C(c2sc3nc(C)nn3c2O)N2CCN(c3ccccc3)CC2)cc(OC)c1OC (centres undefined)	-8.3%	2.8%	?	4.6%	23.5	-5.8%	-4.8%	7.7%	1.7%	0.2%	6.3%
O=C(Cn1cnc2c(NC(=O)OCc3ccccc3)ncnc21)NCc1ccccn1	nt	nt	nt	4.6%	6.7	43.9%	7.9%	?	11.2%	0.5%	nt
O=C1Nc2ccccc2N(O)N1c1cc(-c2ccccc2)[nH]n1	-4.4%	-5.1%	-1.5%	1.9%	3.7	-11.8%	-1.9%	?	3.4%	-1.4%	-2.8%
COc1ccccc1CNC(=O)c1ccccc1OC	-4.2%	-3.7%	-1.9%	0.3%	12.3	10.3%	0.3%	-7.8%	-1.7%	-2.6%	35.8%
COC(=O)c1ccc2c(=O)n(CC3CCCO3)c(=S)[nH]c2c1 (centres undefined)	5.01µM*	-14.1%	-20.0%	-6.9%	12.4	-45.6%	0.1%	1.4%	0.3%	-0.2%	2.82µM*
Cc1cccc(NC(=O)CSc2nc(NS(=O)(=O)c3ccccc3)cc(=O)[nH]2)c1	-14.2%	22.5%	?	1.7%	-6.9	-5.6%	0.1%	-1.5%	6.4%	-7.5%	-19.7%
CCOC(=O)c1nc(C)nc(Sc2n[nH]c(-c3ccccc3)n2)c1C	0.7%	0.2%	nt	-0.8%	12.5	-12.4%	-8.6%	0.3%	4.7%	1.2%	20.4%
CC1CC1C(=O)OCC(=O)NC(=O)NC12CC3CC(CC(C3)C1)C2 (centres undefined)	28.2%	-2.9%	-7.5%	?	13.2	?	22.1%	?	23.3%	28.4%	3.2%
CCN1CCN(CC(=O)Nc2ccc(S(=O)(=O)N3C(C)CCCC3C)cc2)CC1 (centres undefined)	1.6%	nt	nt	1.5%	2.9	-20.6%	1.0%	1.6%	2.2%	-8.3%	3.1%
Cc1ccc2c(=O)cc(C(=O)Nc3ccc(S(=O)(=O)Nc4onc(C)c4C)cc3)oc2c1	-11.6%	1.9%[0.46 µM]	?	0.6%	7.2	-1.8%	-2.2%	-0.3%	2.8%	-3.3%	15.6%
Cc1ccc(Cl)cc1NC(=O)c1ccccn1	?	3.1%	-1.4%	5.7%	-16.1	-17.4%	-2.2%	16.9µM*	1.6%	12.0%	-15.2%
O=C(O)c1cccc(NC(=O)c2cccc(NC(=O)C3CCCO3)c2)c1 (centres undefined)	-23.6%	-17.8%	-1.7%	0.2%	-22.3	-67.1%	27.9%	3.01µM*	-2.4%	25.9%	?
Nn1c(Cc2cccc3ccccc23)nnc1SCc1c(F)cccc1Cl	-9.5%	-0.3%	-10.1%	-0.1%	8.7	-11.7%	-1.9%	-15.0%	-12.8%	1.5%	42.3%
CC(=O)Nc1ccc2c(c1)CN(c1cc(C)ccc1C)CO2	-13.9%	4.6%	-8.0%	-2.4%	2.8	-28.2%	-3.3%	-0.5%	-5.7%	-1.3%	?
CN(C)CCCNc1oc(-c2ccccc2Cl)nc1S(=O)(=O)c1ccc(F)cc1	-7.3%	-0.2%	0.0%	0.0%	3.8	5.5%	-1.5%	-1.5%	21.2%	3.0%	?
Clc1ccc(-c2nnc(CNC3CC3)o2)cc1	6.8%	5.7%	-17.6%	7.8%	18.0	15.0%	0.6%	?	5.3%	0.7%	-15.7%
O=S(=O)(NCCc1ccccc1)c1ccc(Br)cc1	-2.7%	-0.1%[11.5 µM]	-1.3%	0.7%	0.9	14.5%	5.0%	1.9%	13.8%	11.9%	33.0%
CC(Oc1ccccc1F)c1nnc(SCC(=O)Nc2ccc(N3CCOCC3)cc2)o1 (centres undefined)	nt	nt	nt	0.8%	3.8	-38.1%	-1.4%	-1.5%	-6.8%	2.4%	nt
Cc1c(CCC(=O)O)c(=O)oc2cc3occ(-c4ccc(Cl)cc4)c3cc12	-3.5%	nt	-16.0%	2.8%	-16.7	-13.2%	-4.0%	16.9µM*	-5.9%	-3.9%	11.9%
Cc1cc2nc(C(C)(C)C)cc(N)n2n1	-6.5%[10 µM]	-1.1%	9.2%	-1.0%	-14.9	-4.8%	-1.3%	?	-2.2%	-1.7%	-1.8%
CCOC(=O)N(C)S(=O)(=O)c1ccccc1[N+](=O)[O-]	20.0%	5.6%	8.1%	-3.5%	-22.7	0.3%	-6.6%	-2.4%	6.6%	-1.9%	14.4%
CC(C)C(C(=O)NCc1ccco1)N(C(=O)CNS(=O)(=O)c1ccccc1)C1CCCC1 (centres undefined)	-6.5%	-5.1%	-12.7%	nt	5.4	-1.8%	4.5%	2.8%	27.0%	1.0%	32.6%
CCCCCc1ccc(CC(=O)O)cc1	-0.9%	-4.4%	3.3%	2.1%	-29.9	3.1%	-7.4%	4.2%	-10.0%	-2.9%	8.1%

Screens: PubChem, National Center for Advancing Translational Sciences (NCATS)
